Compound activity deposited in PubChem by The Scripps Research Institute Molecular Screening Center.
HTRA1 inh – blocks human HTRA1 serine peptidase | Q92743 | hit rate 0.5% among 340,000 | recombinant HTRA1, FP-rhodamine activity-based probe, fluorescence polarization | inhibition, % at 5.96 µM; in the data active = inhibition above about 36%;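 note: 0% = enzyme with DMSO and 100% = wells lacking enzyme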
Target sequence (Q92743 whole entry, looked up): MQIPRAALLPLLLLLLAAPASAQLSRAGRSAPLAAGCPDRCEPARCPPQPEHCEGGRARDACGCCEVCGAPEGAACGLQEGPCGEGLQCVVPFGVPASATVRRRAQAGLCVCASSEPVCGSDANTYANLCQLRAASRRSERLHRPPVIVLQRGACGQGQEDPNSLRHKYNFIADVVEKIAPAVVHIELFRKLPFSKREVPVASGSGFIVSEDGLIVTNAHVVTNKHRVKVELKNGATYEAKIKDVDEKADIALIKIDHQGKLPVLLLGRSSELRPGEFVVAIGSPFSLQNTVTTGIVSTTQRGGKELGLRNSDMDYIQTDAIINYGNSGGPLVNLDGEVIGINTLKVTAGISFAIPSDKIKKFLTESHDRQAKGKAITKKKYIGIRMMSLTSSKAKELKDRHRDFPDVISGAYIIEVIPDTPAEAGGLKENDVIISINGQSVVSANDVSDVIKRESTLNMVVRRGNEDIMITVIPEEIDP
TCR CD3 inh – blocks the human TCR-CD3 interaction; TAMRA-labeled TCR probe fluorescence, biochemical; inhibition, % at 9.4 µM; hit rate 0.37% among 360,000; in the data active = inhibition above about 19%;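 note: recombinant mutant TCR 2C K166C tagged with TAMRA read by polarization; 0% = receptor in buffer alone and 100% = receptor with positive control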
mABHD4 FP – inhibitors of mouse ABHD4 | hit rate 0.54% among 370,000 | purified mABHD4, FP-Rh probe fluorescence polarization | AID 720543 | inhibition, % at 8.92 µM | Q8VD66;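 active = inhibition exceeding the mean over every tested compound plus 3 SD, cut at about 30% in these data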;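 note: 0% = plate median of compound wells and 100% = S159A mutant with DMSO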
Target sequence (Q8VD66 whole entry, looked up): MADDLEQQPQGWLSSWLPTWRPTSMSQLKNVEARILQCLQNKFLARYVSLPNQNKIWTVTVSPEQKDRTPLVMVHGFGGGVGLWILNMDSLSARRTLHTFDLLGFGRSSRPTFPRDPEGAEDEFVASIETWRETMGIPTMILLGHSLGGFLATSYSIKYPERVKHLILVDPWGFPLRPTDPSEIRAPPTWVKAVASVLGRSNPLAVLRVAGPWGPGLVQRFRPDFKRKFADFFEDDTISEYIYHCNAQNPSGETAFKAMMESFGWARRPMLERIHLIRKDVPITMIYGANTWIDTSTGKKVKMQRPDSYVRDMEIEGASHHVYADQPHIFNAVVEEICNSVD
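Test system: mABHD4 protein | Buffer or medium: HEPES pH 7.0 buffer, 150 mM NaCl, 0.01% Pluronic F-127 | Probe or stimulus: FP-Rh fluorescent activity-based probe, added after compound pre-incubation | Timing: Pre-incubation 45 min, probe exposure 60 min, at 25 °C | Technique: Fluorescence polarization, excitation 525 nm, emission 598 nm, BODIPY TMR filters | Repeats: Single well per compound (singlicate)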
SIAE inh – blocks human sialic acid acetylesterase; AID 1053197; inhibition, % at 9.66 µM; hit rate 0.69% among 370,000; SIAE FP-Rh probe binding, fluorescence polarization;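 active = inhibition above a cutoff: mean of compounds within the control limits plus 3 SD of those, cut at about 17% in these data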;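 note: 0% = plate median of compound wells and 100% = probe without SIAE protein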
Tn7 DDE FP – DD(E)-Tn7 binding inhibition, primary FP screen; AID 720508; inhibition, % at 8.3 µM; hit rate 0.13% among 370,000; FP displacement of FITC-Tn7 peptide from fibrin DD(E); 0% = median of compound wells per plate;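 active = inhibition above the mean of compounds falling within the control limits plus 3 SD of them, cut at about 14% in these data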;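 note: 0% = plate median of compound wells and 100% = 10 µM Aha-Tn7 peptide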
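Assay system: Fibrin-DD(E) protein isolated from polymerized human fibrin clots; read-out basis: percent inhibition; medium: Tris/NaCl/CaCl2 buffer, pH 7.8; signal: FP measurement; incubation: 10 min plus 3 h, room temperature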
TDP2 inh – blocks human TDP2 phosphodiesterase activity | hit rate 0.34% among 370,000 | O95551 | inhibition, % at 12.8 µM | recombinant TDP2, T5PNP hydrolysis, p-nitrophenol absorbance 415 nm;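 active = inhibition above the mean of all tested compounds plus 3 SD, set per campaign, cut at about 25% in these data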;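 note: 0% = DMSO with enzyme and 100% = buffer with substrate but no TDP2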
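Assay system: recombinant human TDP2 / Reagent: T5PNP substrate at 5 mM, a TopII-DNA adduct mimic / Measured by: epi absorbance from released p-nitrophenol / Evaluation: % inhibition relative to enzyme-containing and enzyme-free wells / Control set: enzyme-free and DMSO wells / Replicates: each compound tested once, singlicate / Schedule: enzyme reaction with compound for 2 h at 37 °C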
PG9 binder – PG9 antibody binding by small molecule. TR-FRET gp120-PG9 antibody binding. inhibition, % at 6.7 µM. hit rate 0.43% among 360,000. AID 624416; in the data active = inhibition above about 8.5%
UHRF1 binding – UHRF1 methyl-DNA binding inhibition | AID 687016 | inhibition, % at 4.4 µM | Q96T88 | hit rate 0.75% among 370,000 | UHRF1 binding to methylated oligo, TR-FRET; in the data active = inhibition above about 21%;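 note: UHRF1 SRA domain binding a hemimethylated CpG hairpin DNA probe; 0% = median of test compound wells and 100% = reference inhibitor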
PRMT1 inh – PRMT1 (human) inhibition, primary screen; inhibition, % at 2.79 µM; hit rate 1.3% among 370,000; recombinant PRMT1, activity-based probe fluorescence polarization; AID 652257;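 active = inhibition above about 21% made by adding two undisclosed values, limit read from the data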
LEDGF integ inh – blocks HIV-1 LEDGF/p75-dependent DNA integration; TR-FRET IN-LEDGF/p75 DNA integration, Eu/Cy5; inhibition, % at 3.7 µM; hit rate 0.64% among 370,000;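 active = inhibition above the screen-wide mean plus 3 SD, cut at about 13% in these data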;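 note: signal is the Cy5 over europium emission ratio at 671 and 618 nm; 0% = plate median of compound wells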
Starred values were filed as active, the others as inactive; · = no result given.

HTRA1 inh,TCR CD3 inh,mABHD4 FP,SIAE inh,Tn7 DDE FP,TDP2 inh,PG9 binder,UHRF1 binding,PRMT1 inh,LEDGF integ inh,Molecule
0,8,0,-1,0,10,0.8,-2,3,-1,CC1(C)CC(=O)C2=C(C1)OC(N)=C(C#N)C21C(=O)N(CN2CCOCC2)c2ccccc21 (centres undefined)
3,6,-2,10,-1,-1,-3.1,-1,-2,4,COc1ccc(C(=O)OCC(=O)NCC2CCCO2)cc1S(=O)(=O)N1CCCc2ccccc21 (centres undefined)
3,-5,7,2,-1,-14,-0.1,1,0,-2,Cn1c(NCc2cccs2)nc2ccccc21
-13,8,-6,-2,-3,4,-0.7,-4,0,-1,CC1C/C(=N\NC(=S)NCc2ccccc2)CC(C)(C)C1 (centres undefined)
4,0,-6,-2,-5,-8,-1.8,-1,-3,2,O=c1c2cc(Cl)ccc2nc(-c2ccccc2)n1O
-2,2,10,2,0,3,0.1,-1,4,0,CCCCCCNCc1cccc(Br)c1
·,-6,4,2,3,4,-2.8,1,3,-2,COc1cccc(-c2nc3nc(C)cc(C)n3c2NC2CCCCC2)c1
-9,-1,-10,-58,1,-3,-0.7,1,1,-3,Cc1ccc(N2C(=O)CN(Cc3ccccc3)C2=S)cc1C
-31,0,-2,-5,6,8,0.6,-1,0,0,CSc1ccc(-c2nnn(Cc3ccc(Br)cc3)n2)cc1
5,5,21,15,-7,-6,-0.6,1,19,-4,COc1ccc(C[C@](C)(N)C(=O)O)cc1OC
0,4,5,1,-5,0,0.1,-1,1,3,COC(=O)CNC(=O)C(C)(C)Oc1ccc(Cl)cc1
4,2,-2,10,-5,17,0.9,-2,1,1,O=C(CCC1CCN(C(=O)c2cncs2)CC1)Nc1ccccc1

By substructure, the entries above containing bromine.
HTRA1 inh,TCR CD3 inh,mABHD4 FP,SIAE inh,Tn7 DDE FP,TDP2 inh,PG9 binder,UHRF1 binding,PRMT1 inh,LEDGF integ inh,Molecule
-2,2,10,2,0,3,0.1,-1,4,0,CCCCCCNCc1cccc(Br)c1
-31,0,-2,-5,6,8,0.6,-1,0,0,CSc1ccc(-c2nnn(Cc3ccc(Br)cc3)n2)cc1

Next part:
HTRA1 inh,TCR CD3 inh,mABHD4 FP,SIAE inh,Tn7 DDE FP,TDP2 inh,PG9 binder,UHRF1 binding,PRMT1 inh,LEDGF integ inh,Molecule
-6,4,-6,0,2,4,2.1,-2,2,-1,Cc1cc(C)cc(Nc2ncc3c(n2)CC(c2ccco2)CC3=O)c1 (centres undefined)
-9,2,-6,3,4,5,-1.9,-2,-3,1,CN=C(Nc1ccccc1OC)SC1CC(=O)N(c2ccc(C(=O)OC)cc2)C1=O (centres undefined)
1,7,5,-5,1,3,-2.0,1,-2,-1,COc1ccc(CCN2CC(C(=O)NCCc3ccc(F)cc3)CCC2=O)cc1 (centres undefined)
-9,10,-3,-1,-7,-5,1.6,0,-4,6,CC(=O)c1ccc(S(=O)(=O)N2CCCc3ccccc32)cc1
-4,2,0,-7,1,-6,1.5,4,-2,0,N#CCSc1nnc(-c2ccccc2)c(-c2ccccc2)n1
0,2,-27,9,1,-3,-0.5,-1,4,0,[O-][N+](=Cc1ccccc1)c1ccc(Cl)cc1
1,6,2,-10,3,0,-0.8,-2,-2,-1,O=C(CCC(=O)Nc1ccccc1)N/N=C/C=C/c1ccccc1
5,-5,-8,-3,4,13,0.1,2,1,0,O=C(NCCO)c1ccccc1O
3,-1,-7,1,-6,0,-0.7,2,2,0,Cc1nn(-c2ccccc2)c(N)c1C(O)(CSc1nccn1C)C(F)(F)F (centres undefined)
-3,-5,6,5,0,1,-2.3,-1,-1,2,CCCCNC(=O)COC(=O)c1cc(S(=O)(=O)N2CCCCCC2)ccc1OC
0,-6,1,11,5,-12,-1.1,-1,2,2,Cc1ccc(CN2CCNC2=O)cc1
-1,1,3,-4,1,-1,-0.6,-3,5,1,CCCCn1c(=O)[nH]c(=O)c2c(C(=O)OCC)cc(-c3ccc(OC(F)F)cc3)nc21
-4,4,5,0,-4,17,-0.2,-1,-2,0,O=C(COc1ccc(Br)cc1)N(Cc1cccs1)C1CCS(=O)(=O)C1 (centres undefined)
·,·,2,-8,2,2,·,-2,1,-2,COCCCN1C(=O)[C@H](CC(=O)NCc2cccc3ccccc23)[C@]2(C(=O)OC)CCCCC=C12
4,-6,-12,-2,-5,-3,0.6,6,4,-2,Cc1ccc(-c2nnc3ccc(SCC(=O)N4CCc5ccccc54)nn23)cc1
0,3,1,2,-3,4,0.1,0,-1,0,O=C(OCC(=O)N1CCOCC1)c1ccc[nH]c1=O
-12,-6,-3,-4,4,-3,-0.4,2,2,-4,COc1cc(OC)c(NC(=O)c2csc(C)c2)cc1Cl
2,2,-5,-4,1,-13,-2.7,2,-1,1,O=c1[nH]c(CSc2ccccn2)nc2ccccc12
0,4,5,-5,5,7,1.0,-3,0,-1,O=C(COC(=O)c1cc([N+](=O)[O-])ccc1NCc1ccccc1)NC1CCCc2ccccc21 (centres undefined)
64*,5,33*,6,6,5,-1.7,-2,5,2,CN=c1scc(-c2ccc(F)cc2)n1/N=C/c1ccc(O)c(O)c1
-1,5,4,2,0,-3,-2.8,-4,-4,3,O=[N+]([O-])c1ccc(-c2nc(C(Cl)Cl)c3ccccc3n2)cc1
0,7,-5,-1,6,-2,1.4,-1,-1,-2,CCOC(=O)C(C)n1cnc2c(nnn2Cc2ccc(Cl)cc2)c1=O (centres undefined)
-1,-4,-6,-3,3,-6,-0.3,2,9,0,COc1ccc(/C=N/NS(=O)(=O)c2ccc(C)cc2)cc1
-28,2,-24,4,-3,-5,-3.1,0,-6,2,C/C(CC(=O)Nc1cc(Cl)ccc1Cl)=N\NC(=O)c1ccccc1Br
·,4,-1,-5,6,-2,2.0,0,3,-4,COc1cccc(CNC(=O)C2CCN(S(=O)(=O)c3ccc4c(c3)C(C)(C)C(=O)N4C)CC2)c1
1,-7,-1,0,2,8,-1.0,-2,1,-4,CCOC(=O)c1cccc(NC(=S)N2CCN(c3ncc4c(=O)c(C(=O)O)cn(CC)c4n3)CC2)c1
1,-6,7,4,-1,-7,-1.0,0,0,-5,O=C(CCCCCn1c(=S)[nH]c2ccc(N3CCOCC3)cc2c1=O)NCc1ccccc1Cl
-6,-3,-1,2,6,-1,0.0,-2,2,-2,CC(O)[C@H]1CNC(=O)C(=O)N1CCC12CC3CC(CC(C3)C1)C2 (some centres undefined)
-11,2,5,-2,-5,10,-1.7,2,3,-1,O=C(OCc1cn([C@@H]2CN(CC3CCCCC3)[C@@H](c3ccc(Cl)cc3)C[C@H]2O)nn1)c1ccccc1
-30,-6,-2,-5,-10,-1,-0.3,0,-3,1,CCCCNc1ncnc2c1cnn2-c1ccc(Cl)cc1
2,-3,-3,-5,-1,6,-1.2,-1,-1,-2,O=C(Nc1ccccc1)OCCN1CCN(Cc2ccccc2)CCC1=O
2,2,4,9,-7,-8,-1.1,-1,-2,1,C[C@@H]1CN([C@@H](C)CO)C(=O)CCCn2cc(nn2)CO[C@H]1CN(C)S(=O)(=O)c1cccc(C#N)c1
-8,7,-11,-14,-10,-5,0.1,0,-2,5,COc1ccccc1NS(=O)(=O)c1cccc(C(=O)N/N=C/c2ccc(NC(C)=O)cc2)c1
-1,0,0,-2,1,0,-0.6,-1,-1,5,CCc1c(O)nc(N2CCN(Cc3ccccc3)CC2)[nH]c1=O
-7,0,-1,-2,-7,0,-0.3,-2,-1,1,CSC[C@H]1CN(c2ccccc2)C(=O)[C@@H]1CC(=O)Nc1ccc(Br)cc1
·,6,-9,0,0,4,1.1,-2,0,4,C[C@H]1[C@H](c2ccccc2)Oc2cccc(NCCc3ccccc3)c2S(=O)(=O)N1Cc1cccc(Cl)c1
-3,8,-2,-6,8,-2,1.0,-2,-3,-5,Nc1c(C(=O)NCc2ccc3c(c2)OCO3)nnn1CC(=O)Nc1ccc(Br)cc1
5,8,5,-2,2,-7,1.1,-3,1,1,COc1cc(C2Nc3ccc4ccccc4c3C3=C2C(=O)CC(C)(C)C3)ccc1OCC(=O)O (centres undefined)
·,4,-21,-5,-3,2,-0.8,-1,0,2,O=C(CSc1nccc(-c2cccs2)n1)Nc1cccc(Cl)c1
-10,5,-7,5,-9,0,-1.8,1,-2,-1,Cc1c(Cl)cccc1-n1nnnc1-c1cccs1
-10,-2,7,6,-2,5,-0.5,-5,-1,-1,CN(CC(=O)Nc1cccc(F)c1)C(=O)c1ccc(N2CCCCC2)c([N+](=O)[O-])c1
16,3,3,-6,2,-2,-0.9,5,-3,-2,N#Cc1ccc(S(=O)(=O)NCCc2ccncc2)cc1
-3,-6,4,1,-5,-9,-1.5,1,3,-6,CCn1c(CNC(=O)c2ccccc2OC)nnc1SCC(=O)c1ccc(F)cc1
-21,-3,-16,-20,-3,15,0.0,3,-4,1,O=C(NNC(=O)c1ccc(Oc2ccc(C3SCCS3)cc2)o1)c1ccc(Cl)cc1
9,1,-26,-3,-11,-12,-0.6,-3,-4,3,O=C(Nc1nnc(-c2ccc(Cl)cc2)o1)c1ccccc1Br
2,-7,4,2,-5,-7,-2.6,1,-3,-12,O=Cc1ccc(O)c(O)c1
·,·,-31,-18,-1,6,·,1,9,-1,O=C(Nc1ccc2[nH]ccc2c1)c1cc(-c2ccc(Cl)cc2)nc2ccccc12
·,·,3,-1,2,-5,·,3,0,-4,CC(=O)N1CCc2cc(S(=O)(=O)NCCC(=O)N3CCCC3)ccc21
-4,-6,5,5,-2,-6,1.1,2,1,-4,CCOc1ccc(N(CC(=O)Nc2ccc(OC)cc2)S(=O)(=O)c2c(C)[nH]c(=O)[nH]c2=O)cc1
-6,-2,-14,-5,6,-11,-0.5,6,9,-3,COc1ccccc1-c1nnc(SCC(=O)NNC(=O)c2ccccc2F)n1C
8,6,3,1,-9,0,-0.2,-1,-1,-2,COc1ccc(NC(=O)CSc2nncs2)cc1OC
-1,-3,1,-1,-4,2,0.3,1,1,0,CCc1nc(NC(=O)c2sc(C)nc2C)sc1C(=O)OC
-60,52*,-18,-54,-2,-5,-2.0,-4,-3,2,CCOC(=O)c1c(C)[nH]c(C(=O)C(C)OC(=O)c2ccc(NC(=O)CC#N)cc2)c1C (centres undefined)
-19,2,4,0,6,2,0.3,-2,1,0,CCc1nn(CCCC(=O)NCc2cc(Br)ccc2OC)c(=O)c2cc3occc3n12

Reformatted field by field: two of the compounds above.
> COc1ccc(NC(=O)CSc2nncs2)cc1OC
  HTRA1 inh: 8
  TCR CD3 inh: 6
  mABHD4 FP: 3
  SIAE inh: 1
  Tn7 DDE FP: -9
  TDP2 inh: 0
  PG9 binder: -0.2
  UHRF1 binding: -1
  PRMT1 inh: -1
  LEDGF integ inh: -2

> CCc1nc(NC(=O)c2sc(C)nc2C)sc1C(=O)OC
  HTRA1 inh: -1
  TCR CD3 inh: -3
  mABHD4 FP: 1
  SIAE inh: -1
  Tn7 DDE FP: -4
  TDP2 inh: 2
  PG9 binder: 0.3
  UHRF1 binding: 1
  PRMT1 inh: 1
  LEDGF integ inh: 0
